Bioassay records as filed in PubChem BioAssay.
Pf Dd2 growth: P. falciparum Dd2 growth inhibition; SYBR Green, 72 h; stronger effect = lower value; activity change, % at 10 µM; 94,000 tested, 2.3% active; AID 1159554; in the data active means activity change below about -80%; inconclusive means no clear call, values can overlap the other calls
C diff growth: C. difficile growth inhibition; Clostridium difficile clinical isolate growth, OD600, 24 h; stronger effect = lower value; growth activity, negative = inhibition, % at 16 µg/mL (by protocol); 86,000 tested, 0.25% active; AID 1259249;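 active means mean growth activity at or below -80% and every replicate also at or below -80%; inconclusive means mean at or below -80% but some replicate above -80%; inactive means mean growth activity above -80%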;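 further: 0% = DMSO wells and -100% = levofloxacin 16 µg/mL wells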
KDM4C inh: KDM4C (human) demethylase inhibition; Q9H3R0; AID 720574; inhibition, % at 12.5 µM; 96,000 tested, 0.15% active; GST-KDM4C 2-372, H3K9me3 peptide, LANCE TR-FRET;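 active means mean replicate inhibition above about 25%, with at least 55% of replicates also reaching it, limit read from the data, passing the limit was not always enough; inconclusive means only one of those two conditions met; inactive means neither condition met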
Target sequence (Q9H3R0 2-372 limits assumed): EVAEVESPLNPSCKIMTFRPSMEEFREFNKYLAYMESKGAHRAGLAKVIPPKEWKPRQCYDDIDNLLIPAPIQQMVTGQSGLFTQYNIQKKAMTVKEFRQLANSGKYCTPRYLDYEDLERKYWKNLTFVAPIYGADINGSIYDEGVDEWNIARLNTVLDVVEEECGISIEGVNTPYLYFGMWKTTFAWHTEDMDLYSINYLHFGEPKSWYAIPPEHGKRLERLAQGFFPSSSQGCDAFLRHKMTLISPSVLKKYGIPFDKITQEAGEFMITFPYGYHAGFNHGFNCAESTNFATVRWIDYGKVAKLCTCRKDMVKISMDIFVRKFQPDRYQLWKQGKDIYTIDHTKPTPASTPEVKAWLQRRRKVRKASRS
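Assay system: GST-GASC-1 enzyme fragment 2-372 | Amount: 10 nM enzyme | Medium: HEPES buffer, pH 7.5, plus ascorbate | Reagent: H3K9me3 peptide substrate, Fe(II), 2-oxoglutarate | Doses: Single-point compound screen | Incubation: 30 min demethylation and 1 h detection at room temperature | Measured by: LANCE TR-FRET, excitation 340 nm, emissions 618 and 671 nm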
Tcruzi prolif: T. cruzi proliferation inhibition | T. cruzi beta-gal in NIH3T3, GalScreen luminescence, 90 h | inhibition, % at 8.34 µM | 77,000 tested, 5.9% active;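 active means mean inhibition above about 93%, with at least 55% of replicates each passing it, limit read from the data, passing the limit was not always enough; inconclusive means only one of those two conditions holds; inactive means neither condition holds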
Starred values were filed as active, the others as inactive; ? = inconclusive; · = not tested or not shown; & = joins results of further samples.

SMILES | Pf Dd2 growth | C diff growth | KDM4C inh | Tcruzi prolif
O=C(C[C@@H]1CC[C@H]2[C@@H](COC[C@@H](O)CN2C(=O)c2ccc(F)cc2)O1)NCc1cccc(F)c1 | -1 | -6 | 1.6 | 18
C[C@@H]1CN([C@@H](C)CO)C(=O)Cc2cc(NS(=O)(=O)c3cccs3)ccc2O[C@H]1CN(C)C(=O)NC1CCCCC1 | -21 | -3 | -0.7 | -2
COc1cccc(-c2ccc([C@H]3[C@@H](C#N)N(C(=O)c4ccccn4)[C@@H]3CO)cc2)c1 | -23 | -1 | -2.0 | 81
C[C@H](CO)N1C[C@H](C)[C@H](CN(C)Cc2ccncc2)Oc2ncc(-c3cncnc3)cc2C1=O | 27 | 0 | 2.7 | 46
C[C@@H]1CN([C@H](C)CO)C(=O)Cc2cc(NC(=O)C3CC3)ccc2O[C@H]1CN(C)CC1CC1 | 23 | -1 | -1.8 | 8
CNC[C@@H]1OCCCC[C@@H](C)Oc2ccc(NS(=O)(=O)c3ccccc3)cc2C(=O)N([C@@H](C)CO)C[C@@H]1C | 12 | 1 | 0.1 | 24
C[C@@H]1CCCCO[C@H](CN(C)C(=O)C2CCCCC2)[C@H](C)CN([C@@H](C)CO)C(=O)c2cc(NS(=O)(=O)c3cn(C)cn3)ccc2O1 | -10 | 4 | 0.1 | 22
C[C@@H]1CCCCO[C@H](CN(C)CC2CC2)[C@H](C)CN([C@@H](C)CO)C(=O)c2cc(NC(=O)Cc3ccccc3)ccc2O1 | -77 | · | -1.0 | 72
CO[C@H]1CN(C)C(=O)c2ccc(NC(=O)C3CCC3)cc2OC[C@@H](C)N(C(=O)CN(C)C)C[C@H]1C | 24 | 1 | 0.5 | -30
CCCNC(=O)Nc1ccc2c(c1)C(=O)N(C)C[C@@H](OC)[C@H](C)CN(CCC)[C@@H](C)CO2 | 21 | 0 | 2.2 | -10
CC(=O)N1[C@H](CNC(=O)CN(C)C)[C@H](c2ccc(C3=CCCC3)cc2)[C@@H]1CO | -3 | -3 | -0.2 | -1
C[C@H](O)C#Cc1cnc2c(c1)C(=O)N([C@@H](C)CO)C[C@H](C)[C@@H](CN(C)C(=O)c1ccccc1F)O2 | · | 1 | 0.1 | 3
C[C@@H]1CN([C@H](C)CO)C(=O)c2cc(C#Cc3ccccc3F)cnc2O[C@H]1CN(C)C(=O)Cc1ccccc1 | -8 | -3 | 2.1 | 102
CN(C)CCCNC(=O)C[C@H]1CC[C@@H]2[C@@H](COc3ccc(NC(=O)c4ccccc4F)cc3C(=O)N2C)O1 | -2 | -4 | 3.7 | -46
COc1ccc(S(=O)(=O)N(C)C[C@@H]2OCc3cnnn3CCCC(=O)N([C@H](C)CO)C[C@@H]2C)cc1 | -3&10 | 5&3 | 0.9 | -4&6
Cc1noc(C)c1S(=O)(=O)N(C)C[C@@H]1Oc2ccc(NS(=O)(=O)c3ccc(F)cc3)cc2C(=O)N([C@H](C)CO)C[C@@H]1C | 23 | · | -0.2 | 43
C[C@H](CO)N1C[C@H](C)[C@H](CN(C)S(=O)(=O)c2cccs2)OCCCC[C@H](C)Oc2ccc(NS(C)(=O)=O)cc2C1=O | -21 | 5 | 0.1 | 3
C[C@H]1CN([C@@H](C)CO)C(=O)c2cccc(N(C)C)c2O[C@H]1CN(C)Cc1ccc(C(=O)Nc2ccccc2N)cc1 | -75 | -2 | 1.9 | 94
COc1ccccc1S(=O)(=O)N[C@H]1CC[C@@H](CC(=O)NCc2cc(F)cc(F)c2)O[C@H]1CO | 2 | -3 | -1.1 | ·
COc1ccccc1-c1cnc2c(c1)C(=O)N([C@@H](C)CO)C[C@@H](C)[C@@H](CN(C)C)O2 | 37 | 1 | 1.9 | ·
COC(=O)[C@@H]1[C@@H](CO)[C@@H]2Cn3c(ccc(C4=CCCCC4)c3=O)[C@@H]2N1Cc1cccnc1 | 34 | -3 | 2.5 | ·
COc1ccc(S(=O)(=O)Nc2ccc3c(c2)C(=O)N([C@H](C)CO)C[C@H](C)[C@@H](CN(C)CC2CCCCC2)OCCCC[C@H](C)O3)cc1 | -30 | -4 | -0.5 | ?
CO[C@H]1CN(C)C(=O)c2ccc(NC(=O)Nc3cccc(Cl)c3)cc2OC[C@H](C)NC[C@@H]1C | -34 | · | -2.2 | -31
CCCNC(=O)N1CC2(CN(CC3CCOCC3)C2)c2c([nH]c3cc(OC)ccc23)[C@H]1CO | -2 | 6 | -0.4 | ·
CNC[C@@H]1Oc2ccc(NC(=O)CCCN(C)C)cc2C(=O)N([C@@H](C)CO)C[C@H]1C | -4 | 2 | 0.8 | 39
C[C@H](CO)N1C[C@H](C)[C@H](CN(C)C(=O)CN(C)C)Oc2cc(C#CCN(C)C)ccc2S1(=O)=O | 35 | 5 | 5.8 | 95
CN1[C@@H]2Cn3c(ccc(-c4ccccc4)c3=O)[C@H]1[C@@H](C(=O)NC1CCCCC1)[C@@H]2CO | 4 | -1 | -0.7 | 4
COc1ccc(S(=O)(=O)Nc2ccc3c(c2)C(=O)N([C@H](C)CO)C[C@H](C)[C@H](CN(C)C(=O)Nc2ccccc2)OCCCC[C@H](C)O3)cc1 | -46 | 0 | 0.0 | 99*
C[C@@H]1CCCCO[C@H](CN(C)S(=O)(=O)c2ccc(F)cc2)[C@H](C)CN([C@H](C)CO)C(=O)c2cc(NC(=O)C3CCCCC3)ccc2O1 | -79 | -5 | -0.1 | ?
O=C(c1ccccn1)N1C[C@@H]2[C@H](c3ccccc31)[C@H](CO)N2C(=O)Cc1ccccc1 | -2 | 17 | 3.4 | -9
O=C(N[C@@H]1C=C[C@@H](CC(=O)N2CCC(Cc3ccccc3)CC2)O[C@H]1CO)c1cnccn1 | 11 | 2 | 1.7 | 54
O=C(c1ccc(F)cc1)N1CC(=O)N2[C@@H](CO)[C@@H](c3ccc(C4=CCCC4)cc3)[C@@H]2C1 | 3 | -3 | 1.9 | ·
CO[C@@H]1CN(C)C(=O)c2cc(NC(=O)c3cccc(Oc4ccccc4)c3)ccc2OC[C@@H](C)NC[C@H]1C | · | · | 0.1 | -69
C[C@H](CO)N1C[C@H](C)[C@H](CN(C)Cc2ccccc2)Oc2ccc(NC(=O)CCCN(C)C)cc2C1=O | 25 | 2 | 2.5 | -4
Cc1cc(C(=O)Nc2cccc3c2O[C@@H](CN(C)CC2CCCCC2)[C@@H](C)CN([C@@H](C)CO)C3=O)n(C)n1 | -22 | 17 | 1.6 | 36
CO[C@@H]1CN(C)C(=O)c2ccc(NS(=O)(=O)c3ccc(-c4ccccc4)cc3)cc2OC[C@H](C)NC[C@@H]1C | 16 | · | -12 | ·
CO[C@@H]1CN(C)C(=O)c2cc(NC(=O)C3CCC3)ccc2OC[C@@H](C)N(S(=O)(=O)c2ccc(Cl)cc2)C[C@H]1C | · | · | -1.8 | 36
Cc1ccc(S(=O)(=O)N(C)C[C@H]2Oc3ccc(N(C)C)cc3C(=O)N([C@H](C)CO)C[C@H]2C)cc1 | -1 | 1&-13 | 4.2 | ·
C[C@@H]1CN([C@H](C)CO)C(=O)c2ccccc2-c2ccccc2CO[C@@H]1CN(C)C(=O)Nc1ccc(-c2ccccc2)cc1 | -69 | -6 | -4.0 | ·
Cc1noc(C)c1NC(=O)Nc1ccc2c(c1)CC(=O)N([C@@H](C)CO)C[C@H](C)[C@@H](CN(C)S(=O)(=O)c1ccc(Cl)cc1)O2 | 12 | 7 | -2.0 | 15
CO[C@H]1CC[C@@H]2CCOc3ccc(C#N)cc3C(=O)N(C)C[C@@H](OC)[C@H](C)C(=O)N(C)C[C@@H]1O2 | · | 15 | -1.5 | 9
COCC(=O)N1C[C@@H](C)[C@H](OC)CN(C)C(=O)c2cc(NC(=O)NC(C)C)ccc2OC[C@@H]1C | -4 | · | 0.3 | 32
CC(=O)N1[C@@H](CO)[C@H](c2ccccc2)[C@@H]1CN(C)C(=O)CN1CCOCC1 | 5 | -3 | -0.7 | 51
Cc1noc(C)c1NC(=O)Nc1ccc2c(c1)C(=O)N([C@@H](C)CO)C[C@H](C)[C@H](CN(C)C(=O)Nc1ccc3c(c1)OCO3)O2 | -7 | -3 | 3.0 | 5
CC(C)NC(=O)Nc1ccc2c(c1)C(=O)N([C@@H](C)CO)C[C@@H](C)[C@H](CN(C)C(=O)Nc1ccccc1)O2 | 3 | 1 | 7.3 | 76
CN1C(=O)c2cc(NC(=O)c3cccc(C(F)(F)F)c3)ccc2OC[C@@H]2O[C@@H](CC(=O)O)CC[C@H]21 | · | -3 | -0.2 | -17
CCCN(C)C[C@H]1Oc2ncc(C#Cc3ccc(F)cc3)cc2C(=O)N([C@@H](C)CO)C[C@H]1C | -86* | 34 | -2.4 | 92
O=C(N[C@@H]1CC[C@H](CCNS(=O)(=O)c2ccccc2Cl)O[C@H]1CO)c1ccc(F)cc1 | -1 | · | 1.3 | -88
CN1CCN(C(=O)C[C@H]2C[C@H]3c4cc(NC(=O)NC5CCCCC5)ccc4O[C@H]3[C@@H](CO)O2)CC1 | 8 | · | · | 32
COCC(=O)N1CC[C@@H]2[C@H]1c1cc(-c3ccccc3)ccc1N(C)[C@@H]2CO | 15 | -5 | 2.3 | 108*

2 entries drawn at random from those above:
SMILES | Pf Dd2 growth | C diff growth | KDM4C inh | Tcruzi prolif
CNC[C@@H]1Oc2ccc(NC(=O)CCCN(C)C)cc2C(=O)N([C@@H](C)CO)C[C@H]1C | -4 | 2 | 0.8 | 39
Cc1noc(C)c1NC(=O)Nc1ccc2c(c1)C(=O)N([C@@H](C)CO)C[C@H](C)[C@H](CN(C)C(=O)Nc1ccc3c(c1)OCO3)O2 | -7 | -3 | 3.0 | 5

Copied from the list.
Cc1noc(C)c1NC(=O)Nc1ccc2c(c1)C(=O)N([C@@H](C)CO)C[C@H](C)[C@H](CN(C)C(=O)Nc1ccc3c(c1)OCO3)O2 in C diff growth shows -3
CCCN(C)C[C@H]1Oc2ncc(C#Cc3ccc(F)cc3)cc2C(=O)N([C@@H](C)CO)C[C@H]1C in KDM4C inh shows -2.4
CN1CCN(C(=O)C[C@H]2C[C@H]3c4cc(NC(=O)NC5CCCCC5)ccc4O[C@H]3[C@@H](CO)O2)CC1 in Tcruzi prolif shows 32
COCC(=O)N1C[C@@H](C)[C@H](OC)CN(C)C(=O)c2cc(NC(=O)NC(C)C)ccc2OC[C@@H]1C in KDM4C inh shows 0.3
CC(C)NC(=O)Nc1ccc2c(c1)C(=O)N([C@@H](C)CO)C[C@@H](C)[C@H](CN(C)C(=O)Nc1ccccc1)O2 in Tcruzi prolif shows 76

(listing goes on)
SMILES | Pf Dd2 growth | C diff growth | KDM4C inh | Tcruzi prolif
Cc1cccc(S(=O)(=O)N2CCCCN3[C@H](CO)[C@@H](c4ccc(C#C[C@@H](C)O)cc4)[C@@H]3C2)c1 | -34 | -2 | -0.4 | 66
C[C@@H]1CN([C@@H](C)CO)C(=O)c2cc(C3=CCCC3)cnc2O[C@H]1CN(C)C(=O)NC1CCCC1 | -1 | 6 | 0.3 | 50
C[C@H]1CN([C@@H](C)CO)C(=O)Cc2cc(N(C)C)ccc2O[C@@H]1CN(C)S(=O)(=O)c1cn(C)cn1 | -5 | -2 | 4.0 | 24
O=C(C[C@@H]1CC[C@@H](NS(=O)(=O)c2ccccc2)[C@@H](CO)O1)N1CCc2ccccc2C1 | -16 | -2 | -0.1 | -16
COCC#Cc1ccc2c(c1)O[C@H](CN(C)C(=O)CN(C)C)[C@@H](C)CN([C@H](C)CO)S2(=O)=O | 24 | -9 | 1.4 | -47
CNC[C@H]1Oc2ccc(NC(=O)Nc3ccc(OC)cc3)cc2C(=O)N([C@@H](C)CO)C[C@@H]1C | 27 | 4 | -1.0 | -21
C[C@H](CO)N1C[C@H](C)[C@@H](CN(C)S(=O)(=O)c2ccc(F)cc2)Oc2ncc(C#CC3CCCCC3)cc2C1=O | -39 | 5 | 1.8 | 86
COc1ccc(NC(=O)N[C@@H]2CC[C@H](CC(=O)NC3CCCCC3)O[C@@H]2CO)cc1 | 8 | 2 | -0.1 | ·
CN1CCN(C(=O)C[C@H]2CC[C@@H]3[C@H](COC[C@H](O)CN3C(=O)C3CC3)O2)CC1 | 5 | 1 | 1.4 | 6
COc1ccccc1CNC(=O)C[C@@H]1C[C@@H]2c3cc(NC(=O)C4CCOCC4)ccc3O[C@@H]2[C@@H](CO)O1 | 18 | 6 | -1.2 | 9
CCCNC(=O)C[C@@H]1CC[C@H]2[C@@H](COc3ccc(NC(=O)c4ccc5c(c4)OCO5)cc3C(=O)N2C)O1 | 17 | -13 | 1.8 | -10

Compounds shown so far that contain two or more sulfur atoms, in the order listed:
SMILES | Pf Dd2 growth | C diff growth | KDM4C inh | Tcruzi prolif
C[C@@H]1CN([C@@H](C)CO)C(=O)Cc2cc(NS(=O)(=O)c3cccs3)ccc2O[C@H]1CN(C)C(=O)NC1CCCCC1 | -21 | -3 | -0.7 | -2
Cc1noc(C)c1S(=O)(=O)N(C)C[C@@H]1Oc2ccc(NS(=O)(=O)c3ccc(F)cc3)cc2C(=O)N([C@H](C)CO)C[C@@H]1C | 23 | · | -0.2 | 43
C[C@H](CO)N1C[C@H](C)[C@H](CN(C)S(=O)(=O)c2cccs2)OCCCC[C@H](C)Oc2ccc(NS(C)(=O)=O)cc2C1=O | -21 | 5 | 0.1 | 3
